Mm-Cpn inhibitor – M. maripaludis TRiC chaperonin inhibition | Potency, µM (series often up to 76.9 µM), inactives show at the highest dose activity, negative = inhibition, actives largely listed as inhibitors | purified Mm-Cpn ATPase, ADP Transcreener TR-FRET | 0.031% of 330,000 active; further: potency means the concentration at half of the fitted maximal effect; on the % scale 0 is the no-effect control and ±100 the full control effect; nearly all actives have a fitted effect of over 80% in size
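Quantitative HTS used 25 nM Mm-CPN and 10 uM ATP in magnesium/KCl Tris buffer, pH 7.4, with 1 mM DTT. Hydrolysis ran 30 min at 37°C; ADP was read by HTRF.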
WRN inhibitor – WRN helicase (human) inhibition; Q14191; WRN helicase unwinding, fluorescent forked duplex, kinetic; Potency, µM (titrated, usually from 114 µM), for the others: at the highest dose activity change, negative = inhibition, actives largely listed as inhibitors; 0.46% of 360,000 active; AID 651768; further: potency means the concentration at half of the fitted maximal effect; on the % scale 0 is the no-effect control and ±100 the full control effect; nearly all actives have a fitted effect of over 55% in size
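Screening of the MLSMR collection measured strand separation of a quenched forked DNA duplex (100 nM) by 20 nM WRN with 2 mM ATP, all final. Compounds were preincubated with enzyme 15 min at room temperature.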
EPAC1 antag – EPAC1 (human) antagonism | O95398 | EPAC1 GEF assay, Rap1b-BODIPY-GDP exchange fluorescence | Potency, µM (doses to about 115 µM), for the others: at the top dose activity change, negative = inhibition, hits mostly inhibitors | 0.14% of 360,000 active | AID 720709;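 further: potency means the concentration at half of the fitted maximal effect; plate controls were vehicle for no effect and positive control for full effect; nearly all actives have a fitted effect of over 50% in size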
PI5P4K alpha inh – PI5P4K alpha (human) kinase inhibition | PI5P4Kalpha enzyme, ADP-Glo luminescence, 60 min; hits give low values | 1.2% of 330,000 active | AID 652105 | max response, % | P48426; active means max response of -50% or lower; inconclusive means between -30% and -50%; inactive means -30% or higher; further: value at the top dose of about 77 µM; on the % scale 0 is the no-effect control and ±100 the full control effect
Target sequence (P48426 whole entry, looked up): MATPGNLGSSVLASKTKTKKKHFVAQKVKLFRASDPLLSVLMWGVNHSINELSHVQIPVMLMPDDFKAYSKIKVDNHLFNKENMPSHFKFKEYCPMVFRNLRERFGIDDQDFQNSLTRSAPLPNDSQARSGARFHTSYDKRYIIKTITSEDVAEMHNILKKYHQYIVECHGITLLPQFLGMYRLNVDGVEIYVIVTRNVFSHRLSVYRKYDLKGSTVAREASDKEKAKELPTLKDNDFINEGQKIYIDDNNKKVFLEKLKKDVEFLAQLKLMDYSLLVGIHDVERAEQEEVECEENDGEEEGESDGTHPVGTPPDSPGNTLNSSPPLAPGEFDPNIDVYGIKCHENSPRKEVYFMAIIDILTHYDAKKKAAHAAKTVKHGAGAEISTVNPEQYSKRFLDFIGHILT
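qHTS, 1536-well: enzyme/substrate mix, compound by pin tool, 5 microM ATP final; RT 60 min; ADP-Glo reagents 1 (45 min) then 2 (30 min); luminescence.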
PLK1 PBD inh – blocks phosphopeptide binding to human PLK1 polo-box domain; Potency, µM, inactives show max response, negative = inhibition, most hits filed as inhibitors; AID 720504; 2.8% of 360,000 active; Plk1 PBD binding of FITC phosphopeptide, fluorescence polarization; further: potency means the concentration at half of the fitted maximal effect; series mostly up to about 57 µM; on the % scale 0 is the no-effect control and ±100 the full control effect; nearly all actives have a fitted effect of over 65% in size
Target sequence (P53350 whole entry, looked up, the tested form may be a part): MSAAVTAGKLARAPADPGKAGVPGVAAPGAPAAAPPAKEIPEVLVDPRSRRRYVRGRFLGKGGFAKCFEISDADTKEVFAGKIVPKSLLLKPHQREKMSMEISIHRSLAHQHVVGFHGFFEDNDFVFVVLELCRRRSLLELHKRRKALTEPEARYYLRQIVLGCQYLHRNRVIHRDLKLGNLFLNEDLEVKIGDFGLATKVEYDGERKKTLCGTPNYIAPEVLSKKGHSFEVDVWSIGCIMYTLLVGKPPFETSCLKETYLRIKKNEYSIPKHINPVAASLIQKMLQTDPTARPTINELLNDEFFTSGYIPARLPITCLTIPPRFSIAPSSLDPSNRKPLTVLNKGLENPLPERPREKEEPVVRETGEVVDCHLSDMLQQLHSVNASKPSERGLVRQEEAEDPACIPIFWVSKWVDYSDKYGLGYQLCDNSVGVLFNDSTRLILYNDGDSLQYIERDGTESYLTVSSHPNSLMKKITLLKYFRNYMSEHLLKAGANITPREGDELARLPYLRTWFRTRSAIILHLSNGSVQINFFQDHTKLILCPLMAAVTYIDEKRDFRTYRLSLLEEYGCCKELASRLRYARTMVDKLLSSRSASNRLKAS
CCT chaperon mod – changes cytosolic chaperonin activity; purified chaperonin ATPase assay, HTRF ADP detection, 30 min; activity change, % (no concentration beside the values), hits read low; 0.3% of 360,000 active; AID 651819; in the data active means activity change below about -30%; further: on the % scale 0 is the no-effect control and ±100 the full control effect
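First, chaperonin was dispensed at 40 nM or 20 nM final depending on batch activity. Next, compounds were pinned at 76 uM and ATP added at 10 uM. After 30 min at 37 °C, ADP detection reagents ran 30 min at ambient temperature.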
EPAC2 antagonist – EPAC2 (human) antagonism; Q8WZA2; EPAC2 GEF exchange of Rap1B-BODIPY-GDP, fluorescence; Potency, µM (top dose mostly 114 µM), for the others: at the top dose activity, negative = inhibition, usual class: inhibitors; 0.18% of 360,000 active; further: potency means the concentration at half of the fitted maximal effect; on the % scale 0 is the no-effect control and ±100 the full control effect; nearly all actives have a fitted effect of over 45% in size; many of its hits are not listed in these tables
EPAC1 ag – activates human EPAC1 exchange factor; 0.073% of 360,000 active; EPAC1 agonist qHTS, biochemical assay; response scale: 100% = response to 6.5 mM cAMP; O95398; Potency, µM (titrated, usually from 154 µM), for the others: at the highest dose activation, usual class: activators; AID 720707; further: potency means the concentration at half of the fitted maximal effect; nearly all actives have a fitted effect of over 60% in size
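EPAC1 100 nM, Rap1B–BODIPY-GDP 250 nM, unlabeled GDP 50 uM; compound titration; 5 min RT; kinetic read ex480/em540 at 5-min intervals ×30 min; data normalized to 6.5 mM cAMP agonist control.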
* marks the source's active call; other numbers are inactive results; ? = inconclusive; . = not tested or not shown; [ ] = dose if it differs, or a comment. Unless noted, the call rests on the fitted dose curve; in most records, active means well fitted curve in the direction sought with a large enough effect; inconclusive means small, poorly fitted or top-dose-only effect, or another doubt; inactive means no such curve, though single readings can be large; an effect the other way counts as inactive or inconclusive.

molecule	Mm-Cpn inhibitor	WRN inhibitor	EPAC1 antag	PI5P4K alpha inh	PLK1 PBD inh	CCT chaperon mod	EPAC2 antagonist	EPAC1 ag
Cc1cccc(NC(=O)CSc2nnc3ccc(-c4cccnc4)nn23)c1	.	8%	6%	-8	-5%	2.3	7%	-7%
Cn1c(N)c(C(=O)COC(=O)/C=C/c2cccc(C(F)(F)F)c2)c(=O)n(C)c1=O	2%	1%	-5%	5	-11%	0.5	-8%	-16%
CCn1c(/C=C/c2ccc(F)cc2)nc2ccccc2c1=O	-3%	-5%	-10%	6	3%	-3.9	0%	2%
COCCN(C(=O)c1ccccc1OC)c1nnc(C)s1	0%	-7%	-2%	4	1%	1.8	14%	-10%
c1csc(C2Nc3ccccc3-c3nc4ccccc4n32)c1 (configuration not stated)	-3%	-3%	7%	18	2%	2.3	-6%	-6%
COc1ccc(NC(=O)CCC2CCCC2)cc1OC	1%	12%	4%	1	-4%	-1.2	16%	-3%
COc1ccc(OC)c(NC(=O)C2C3C=CC(C3)C2C(=O)NCc2ccccn2)c1 (configuration not stated)	2%	4%	-8%	7	-2%	0.2	8%[57.1 µM]	-2%
CCN(CC)CCSc1nnc2c3ccccc3n(CCc3ccccc3)c2n1	0%	2%	-6%	0	-14%	1.8	-4%	6%
O=C(COC(=O)/C=C/c1ccccc1)NCc1ccc2c(c1)OCO2	0%	-4%	-1%	-1	-13%	-4.4	-15%	2%
ON(CCc1ccncc1)Cc1ccccc1	.	5%	-21%	4	-7%	-1.8	-2%	8%
Nc1cnn(Cc2ccccc2F)c1	0%	24%	-27%	-7	-1%	0.0	16%	-1%
O=C(NNC(=O)c1n[nH]c(=O)c2ccccc12)c1ccc(Br)cc1	3%	-2%	-6%	-17	4%	-5.5	2%	-5%
Cc1cc(C)cc(C(=O)NC(CC(N)=O)c2ccc(NC3CCCCCC3)c([N+](=O)[O-])c2)c1 (configuration not stated)	1%	-1%	-2%	-1	-5%	-1.5	7%	-9%
O=C(NCc1cccc(C(F)(F)F)c1)c1ccc[nH]1	1%	9%	9%	-5	7%	-1.3	1%	3%
CC(Sc1nnnn1-c1ccc(O)cc1)c1nc2ccccc2c(=O)[nH]1 (configuration not stated)	0%	1%	2%	2	-9%	-2.1	3%	11%
CCC(=O)Nc1sc2c(c1C#N)CC(C)(C)NC2(C)C	-1%	-4%	3%	0	-6%	2.7	6%	0%
Cc1nc(NS(=O)(=O)c2cccs2)c2c3c(sc2n1)CCC3	-1%	-11%	0%	-2	-18%	0.9	6%	-2%
CN1CCC(C2(O)c3ccccc3CSc3sccc32)CC1 (configuration not stated)	0%	-4%	-3%	5	-1%	0.3	8%	-1%
COc1ccc(NC(=O)c2ccco2)cc1NC(=O)c1ccco1	2%	-13%	4%	-3	0%	-1.2	4%	1%
Cc1ccc(C(=O)OCC(=O)N2C(C)CCCC2C)s1 (configuration not stated)	3%	-2%	-7%	1	-4%	-1.1	-2%	-2%
CCOC(=O)c1c(/N=C/N(C)C)sc(C)c1C	3%	-5%	-18%	4	-11%	-0.6	-10%	-7%
CCOc1cc(/C=C(\C#N)c2nc3ccccc3[nH]2)ccc1OC(C)C(=O)O (configuration not stated)	1%	-18%	?	?	-6%	-0.3	0%	6%
Cc1nc(Nc2ccc3c(c2)OCO3)c2oc3ccccc3c2n1	-4%	-16%	1%	-5	-9%	-3.7	1%	11%
Cc1ccc2nc(-c3cc(-c4ccccc4)no3)cn2c1	-6%	-3%	-16%	-5	-3%	-0.8	3%	-7%

Results in CCT chaperon mod (two entries from above):
compound	CCT chaperon mod
CN1CCC(C2(O)c3ccccc3CSc3sccc32)CC1 (configuration not stated)	0.3
Cc1ccc2nc(-c3cc(-c4ccccc4)no3)cn2c1	-0.8

Entries listed so far with two or more sulfur atoms, in the order listed:
molecule	Mm-Cpn inhibitor	WRN inhibitor	EPAC1 antag	PI5P4K alpha inh	PLK1 PBD inh	CCT chaperon mod	EPAC2 antagonist	EPAC1 ag
Cc1nc(NS(=O)(=O)c2cccs2)c2c3c(sc2n1)CCC3	-1%	-11%	0%	-2	-18%	0.9	6%	-2%
CN1CCC(C2(O)c3ccccc3CSc3sccc32)CC1 (configuration not stated)	0%	-4%	-3%	5	-1%	0.3	8%	-1%

The listing picks up, starting 2 compounds before the break.
molecule	Mm-Cpn inhibitor	WRN inhibitor	EPAC1 antag	PI5P4K alpha inh	PLK1 PBD inh	CCT chaperon mod	EPAC2 antagonist	EPAC1 ag
Cc1nc(Nc2ccc3c(c2)OCO3)c2oc3ccccc3c2n1	-4%	-16%	1%	-5	-9%	-3.7	1%	11%
Cc1ccc2nc(-c3cc(-c4ccccc4)no3)cn2c1	-6%	-3%	-16%	-5	-3%	-0.8	3%	-7%
CCOc1ccc(NC(=O)CS(=O)CC(=O)NC2CCCc3ccccc32)cc1 (configuration not stated)	2%	-6%	6%	0	1%	-1.7	1%	0%
CCCCNC(=O)CCSc1ccc(C)cc1	-2%	5%	-22%	0	8%	2.1	-6%	-14%
Cc1cc(-c2ccc(S(=O)(=O)N(C)Cc3ccccc3)cc2)on1	0%	1%	20%	13	-8%	-0.6	1%	-7%
Cc1nc2scc(C)n2c(=O)c1S(=O)(=O)Nc1ccc(N2CCOCC2)cc1	0%	-5%	-2%	-5	-16%	1.2	3%	2%
CCOc1ccc(NC(=O)CN(C)CC(=O)Nc2ccc(Br)cc2F)cc1OCC	0%	2%	-17%	14	3%	-1.4	2%	-5%
S=c1nc(-c2ccc(Br)cc2)[nH]c2ccccc12	-1%	7%	-3%	2	12µM*	-1.6	8%	-1%
O=C(CNC(=O)C1COc2ccccc2O1)N/N=C/c1ccc(O)cc1O (configuration not stated)	1%	-10%	0%	-8	6%	-10	4%	6%
CCOC(=O)C1=C(c2ccccc2)Nc2nc(C)nn2C1c1cccc(OC)c1OC (configuration not stated)	0%	6%	4%	.	2%	2.9	-4%	0%
CCNC(=S)NS(=O)(=O)c1ccc(CC)cc1	-1%	-17%	-6%	.	-26%	3.0	-6%	11%
CCC(C)N(CC(=O)NCc1ccc(OC)cc1)C(=O)c1csnn1 (configuration not stated)	1%	8%	16%	0	-2%	-1.0	8%	-8%
COc1ccc(C(=O)Nc2nc(-c3ccc(OC)cc3)c(-c3ccc([N+](=O)[O-])cc3)s2)cc1	-7%	?	-2%	6	8%	0.2	30%	?
COc1ccc2c(c1)c(-c1csc(N)n1)c(C)n2C	-5%	-3%	0%	4	-11%	3.0	1%	9%
Cc1ccc(CNC(=O)COC(=O)C2CC2)cc1	0%	-7%	-11%	1	-4%	2.0	1%	3%
Cc1ccc(C(NC(N)=O)c2ccccc2)cc1 (configuration not stated)	5%	-14%	0%	.	-9%	0.8	2%	6%
CCN1C(=O)/C(=C/c2cn(-c3ccccc3)nc2-c2cccnc2)SC1=S	.	8%	-1%	1	19%	-2.3	8%	2%
COc1ccc(C2=NN(C(=O)c3cccc([N+](=O)[O-])c3)C(c3cccc([N+](=O)[O-])c3)C2)cc1 (configuration not stated)	-1%	1%	0%	.	-7%	-1.0	6%	-2%

(next part)
Values run as follows: Mm-Cpn inhibitor	WRN inhibitor	EPAC1 antag	PI5P4K alpha inh	PLK1 PBD inh	CCT chaperon mod	EPAC2 antagonist	EPAC1 ag
- O=C(CNC(=O)c1ccc(Br)o1)NC1CCCCC1
  0%	5%	16%	-1	2%	-13	2%	-7%
- CNC(=S)N1CCN(c2nc(-c3ccc(Cl)cc3)cs2)CC1
  -7%	0%	-2%	8	0%	1.8	9%	-14%
- COc1ccc(C(=O)Nc2c(Cl)cc(Cl)cc2C(=O)NCc2ccco2)cc1
  0%	4%	-1%	.	-1%	-1.9	8%	-9%
- CC(=O)N1CCC(C(=O)N2c3ccccc3N=C(c3ccc(C(F)(F)F)cc3)C2C(=O)NC2CCCC2)CC1 (configuration not stated)
  .	-2%	-11%	-1	3%	.	-5%	-7%
- COc1ccccc1OCc1nc(C#N)c(N2CCC(C(N)=O)CC2)o1
  0%	15%	0%	2	-8%	-3.0	1%	-7%
- CC(=O)Nc1ccc(OC(=O)COc2ccc(Br)cc2)cc1
  -11%	-6%	4%	1	-14%	-6.3	-2%	-11%
- CC(C)=CC/C=C1\CCC(C(=O)O)C(C(=O)O)C1 (configuration not stated)
  0%[15.4 µM]	3%	15%	.	-10%	-0.5	9%	1%
- CCCNC(=O)Cn1cnc2sc(C(=O)NCCCN3CCOCC3)c(C)c2c1=O
  0%	-3%	-8%	3	-21%	2.1	1%	-1%
- O=C(NCC(=O)N1CC=C(c2ccccc2)CC1)c1ccc(F)cc1
  2%	-16%	1%	6	1%	-1.1	-2%	0%
- CCc1nc2ccc(C(=O)N(CC)CCN(C)C)cn2c1N(C)C(=O)C1CCCCC1
  .	0%	5%	1	7%	2.4	-13%	-2%
- COc1ccc(C/C(C)=N\NC(=O)c2c[nH]c3ccccc23)cc1OC
  2%	-5%	-24%	-4	-5%	1.3	1%	8%
- Cc1ccc(NC(=Nc2ccc(Br)cc2)N2CCOCC2)cc1C
  0%	-31%	-8%	-8	-6%	-2.5	1%	5%
- Cc1cc(NC(=O)c2ccc3[nH]c(C)c(C)c3c2)ccn1
  -1%	-9%	-7%	3	3%	0.2	2%	-5%
- COc1ccc([C@H]2/C=C\CN(S(=O)(=O)/C=C/c3ccccc3)[C@@H](C)C(=O)N2Cc2ccc(F)cc2)cc1
  .	-1%	-3%	11	2%	0.0	-3%	-13%
- O=C(COc1ccc(Cl)cc1)NCc1nnc(SCC(=O)Nc2ccc(F)cc2F)o1
  0%	-6%	-14%	1	-11%	0.5	22%	-7%
- C/C(=C(\C#N)C(=O)NCCN1CCOCC1)N(C)C
  0%	-6%	-12%	.	-2%	-0.8	-2%	0%

Screening data as filed in PubChem BioAssay.

An excerpt; rates above refer to the full screens.
